OX1R antagonist – human HCRTR1 antagonism | O43613 | CHO/OX1R cells, Fluo-8 calcium fluorescence, orexin A | inhibition, % at 5 µM | hit rate 0.43% among 330,000;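 active = inhibition above its plate's threshold, mean inhibition of all tested compounds on the plate plus 3 SD, cut at about 37% in these data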;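 note: 0% = orexin A challenge wells and 100% = SB-334867-A antagonist wells; not every result past the cut was called active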
Target sequence (O43613 whole entry, looked up): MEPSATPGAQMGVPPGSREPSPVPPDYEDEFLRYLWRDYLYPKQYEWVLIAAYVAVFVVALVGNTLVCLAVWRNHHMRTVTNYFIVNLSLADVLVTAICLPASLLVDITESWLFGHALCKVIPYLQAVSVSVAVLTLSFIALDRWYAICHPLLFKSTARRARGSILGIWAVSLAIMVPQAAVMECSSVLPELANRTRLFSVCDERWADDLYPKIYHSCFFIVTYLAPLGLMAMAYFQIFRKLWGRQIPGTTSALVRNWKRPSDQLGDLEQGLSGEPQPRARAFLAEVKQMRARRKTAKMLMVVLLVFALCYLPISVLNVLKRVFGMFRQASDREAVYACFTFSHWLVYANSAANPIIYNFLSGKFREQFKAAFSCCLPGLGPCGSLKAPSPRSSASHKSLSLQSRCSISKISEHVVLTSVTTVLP
CHT allo act – allosteric activators of human choline transporter CHT; Q9GZV3; CHT-expressing cells, membrane potential dye, choline EC20; stronger effect = higher value; LV-AA mutant CHT in HEK293 cells; B-score at 10 µM; hit rate 0.49% among 310,000;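 active = initial fluorescence not abnormally high and integrated response B-score, plate-corrected, over 3 SD above library mean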
Target sequence (Q9GZV3 whole entry, looked up): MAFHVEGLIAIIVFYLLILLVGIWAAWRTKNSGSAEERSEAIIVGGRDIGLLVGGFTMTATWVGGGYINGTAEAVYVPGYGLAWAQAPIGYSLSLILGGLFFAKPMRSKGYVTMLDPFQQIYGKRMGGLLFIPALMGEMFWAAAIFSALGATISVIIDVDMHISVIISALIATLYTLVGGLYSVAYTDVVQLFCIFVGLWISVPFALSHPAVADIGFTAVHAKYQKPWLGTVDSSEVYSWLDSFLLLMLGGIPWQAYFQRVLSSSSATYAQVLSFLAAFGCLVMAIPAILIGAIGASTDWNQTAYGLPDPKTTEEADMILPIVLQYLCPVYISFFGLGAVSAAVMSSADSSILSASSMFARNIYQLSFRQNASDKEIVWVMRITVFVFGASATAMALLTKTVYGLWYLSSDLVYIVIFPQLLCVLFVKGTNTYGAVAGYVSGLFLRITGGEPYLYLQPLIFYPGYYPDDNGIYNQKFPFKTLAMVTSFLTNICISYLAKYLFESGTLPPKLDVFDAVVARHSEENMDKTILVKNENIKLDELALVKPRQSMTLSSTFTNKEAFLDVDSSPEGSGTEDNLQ
The depositor's hits bear a star; i = inactive; · = not tested or not shown.

Each structure is followed by: OX1R antagonist, CHT allo act
1: COc1ccc(Nc2ncc(C(=O)O)c3ccccc23)cc1
    -1.0, i
2: NC(Cc1ccc2nonc2c1)C(=O)O (stereo not drawn)
    -5.9, i
3: CCOC(=O)[C@H]1[C@H]2COc3ccc(C)cc3[C@@H]2N2C(=O)[C@@H](CO)NC(=O)[C@@]12C
    -6.9, ·
4: CCOC(=O)c1sc(=NC(=O)CCS(=O)(=O)c2ccccc2)n(C)c1C
    -11.8, i
5: Cc1nnc(Sc2c(N)n(C)c(=O)n(C)c2=O)s1
    12.3, i
6: CC(=O)c1c(C(C)=O)c(C)n(C(c2ccccc2)c2ccccc2)c1C
    -16.3, i
7: COC(=O)c1c(O)cc(C(C)(C)C)n(-c2ccc(F)cc2)c1=O
    -22.5, i
8: O=C(CSc1ncccc1C(=O)O)NCCC1=CCCCC1
    -0.2, i
9: CC(=O)Nc1ccc(NS(=O)(=O)c2ccc3c(c2)oc(=O)n3C)cc1
    -2.2, i
10: CCOC(=O)Cn1c(=NC(=O)C(C)(C)C)sc2cc([N+](=O)[O-])ccc21
    -8.1, i
11: CN(C)CCN=Cc1c(O)n(Cc2ccccc2)c(=O)c2ccccc12
    -16.2, i
12: Cc1nonc1NC(=O)CSc1nc2ccccc2[nH]1
    -8.8, i
13: N/C(=N\OC(=O)c1cccc(F)c1)c1ccccn1
    -0.4, i
14: O=C(c1ccc(N2CCCCS2(=O)=O)cc1)N1CCN(c2ccc(N3CCOCC3)nn2)CC1
    -2.6, i
15: CCCCNC(=O)COC(=O)c1ccccc1F
    -6.9, i
16: COc1ccc(SCc2noc(C(=O)NC(C)C)c2C(=O)O)cc1
    -10.2, i
17: O=C(N/N=C/c1cccs1)c1ccccn1
    -3.8, i
18: Cc1ccc(NC(=O)c2cc(-c3cccc(O)c3)on2)cc1C
    13.0, i
19: CC(CCC(=O)Nc1nncs1)C(=O)O (stereo not drawn)
    -0.5, i
20: Cc1cc(C)c(S(=O)(=O)Nc2nnc(C3CCCCC3)s2)c(C)c1
    -25.9, i
21: COc1ccccc1C(=O)N(CCC1CCCN1C)c1nc2ccccc2s1 (stereo not drawn)
    -32.4, i
22: Cc1ccc(-c2nc(SCC(=O)Nc3cc(C)on3)c3c(=O)n(C)c(=O)n(C)c3n2)cc1
    -5.9, i
23: CCOC(=O)CC(=O)CSc1nc(-c2ccccc2)cc(-c2ccccc2)c1C#N
    -15.6, i
24: O=C(c1ccc(S(=O)(=O)Nc2ccc(F)cc2)cc1)N1CCN(C(=O)c2ccco2)CC1
    -1.8, i
25: COc1ccccc1/C=N/NC(=O)c1cccc(NC(=O)c2ccccc2C)c1
    -24.7, i
26: O=C(COc1ccc2c3c(c(=O)oc2c1)CCC3)NCc1cccnc1
    -15.6, i
27: COc1ccc(NCCC#N)cc1
    -13.9, i
28: O=C(CCN1C(=O)C2C3C=CC(C3)C2C1=O)N1CCN(c2ccc(F)cc2)CC1 (stereo not drawn)
    -6.7, i
29: Cc1cc(OCC(=O)Nc2ccccn2)c2c(C)cc(=O)oc2c1
    -10.4, i
30: COc1ccc(-c2cc(C(=O)OCC(=O)N3CCCC3)c3ccccc3n2)cc1
    -22.3, i
31: O=C(COC(=O)c1cccs1)NC1CCCCC1
    -12.1, i
32: O=C(NC1CCCC1)C1CC(c2ccc(F)cc2)=NO1 (stereo not drawn)
    -3.5, i
33: CC(C)(C)c1ccc(C(=O)NNC(=S)NCC2CCCO2)cc1 (stereo not drawn)
    -5.0, i
34: O=C(Nc1ccc(Cl)c(C(F)(F)F)c1)NC1CC2CCCC(C1)N2C1CC1 (stereo not drawn)
    -12.1, i
35: Cc1ccc(C(=O)O)cc1S(=O)(=O)N1CCSCC1
    -19.9, i
36: CN(C)S(=O)(=O)c1cccc(NC(=O)COC(=O)/C=C/c2ccc3c(c2)OCO3)c1
    -11.7, i
37: COc1cc2nc(C3CCC3)n(NC(=O)C(OC(C)=O)c3ccccc3)c(=O)c2cc1OC (stereo not drawn)
    -18.9, i
38: c1ccc(-c2nnc(SCc3nc4ccccc4[nH]3)o2)cc1
    -12.5, i
39: O=C(c1ncc[nH]1)c1ccco1
    -2.2, i
40: COc1cccc(NS(=O)(=O)c2nc3nc(C)cc(C)n3n2)c1
    -13.7, i

In another format: 4 of the compounds above.
(34) O=C(Nc1ccc(Cl)c(C(F)(F)F)c1)NC1CC2CCCC(C1)N2C1CC1 (stereo not drawn)
  OX1R antagonist: -12.1; CHT allo act: i

(32) O=C(NC1CCCC1)C1CC(c2ccc(F)cc2)=NO1 (stereo not drawn)
  OX1R antagonist: -3.5; CHT allo act: i

(33) CC(C)(C)c1ccc(C(=O)NNC(=S)NCC2CCCO2)cc1 (stereo not drawn)
  OX1R antagonist: -5.0; CHT allo act: i

(24) O=C(c1ccc(S(=O)(=O)Nc2ccc(F)cc2)cc1)N1CCN(C(=O)c2ccco2)CC1
  OX1R antagonist: -1.8; CHT allo act: i

Following part.
Each structure is followed by: OX1R antagonist, CHT allo act
41: O=C(CC(CC(=O)c1ccc(Cl)cc1)c1ccccc1C(=O)O)c1ccc(Cl)cc1
    -14.2, i
42: O=S(=O)(NCCO)c1ccc2c(c1)Cc1cc(S(=O)(=O)NCCO)ccc1-2
    -15.2, i
43: O=C(CN1CCN(Cc2ccccc2)CC1)NC(=O)NC1CCCCC1
    -30.4, i
44: CN(Cc1nnc(SCC(=O)NCCc2ccccc2)n1C)S(=O)(=O)c1ccccc1
    -21.9, i
45: COCc1cc(=O)[nH]c(SCC(=O)c2ccccc2)n1
    8.4, i
46: Cc1ccc(OCc2ccc(C(=O)O)o2)cc1C
    ·, i
47: Cc1ccc(S(=O)(=O)N2CCN(C(=O)CCn3cncn3)CC2)cc1C
    -5.7, i
48: CCCS(=O)(=O)N1CCCC(C(=O)N2CCN(C(=O)OCC)CC2)C1 (stereo not drawn)
    2.8, i
49: CN(C)c1ccc(N=Nc2ccccc2C(=O)OCC(=O)NC2CCCC2)cc1
    -24.2, i
50: COc1ccc2[nH]c(C(=O)O)c(NC(=O)c3ccccc3[N+](=O)[O-])c2c1
    -12.3, i
51: CCn1c(C)nc2cc(S(=O)(=O)C(F)F)ccc21
    -6.4, i
52: COc1cc(Cl)c(C)cc1NC(=O)CN1CCCCCC1
    -23.3, i
53: CN1CCN(C(=S)c2cn(Cc3cccc(F)c3)c3ccccc23)CC1
    -18.3, i
54: COC(=O)c1[nH]c2ccc(Cl)cc2c1NC(=O)c1ccccc1[N+](=O)[O-]
    -20.5, i
55: O=C(CN(CC1CCCO1)C(=O)CNS(=O)(=O)c1ccc(Cl)cc1)NC1CCCC1 (stereo not drawn)
    -18.9, i
56: Cc1cc(/C=C2\NC(=S)N(C)C2=O)ccc1N1CCCC1
    72.1*, i
57: CC1CC(=O)c2cn3c(nc2C1)nc1ccccc13 (stereo not drawn)
    0.7, i
58: CCn1c(Cn2nnc(-c3ccccc3)n2)nnc1SCC(=O)N1CCOCC1
    -17.7, i
59: COCc1cc(C)nc(N/N=C/c2ccc(-c3cc(C(=O)O)ccc3Cl)o2)c1C#N
    -1.0, i
60: COCCNc1nnc(SCC(=O)NNC(=O)c2ccco2)s1
    -18.5, ·
61: O=C(CSc1nc2ccccc2o1)NC(=O)NCc1ccccc1
    -7.0, i
62: CC/C(=N/OC(=O)c1cccc(C)c1)C(=O)c1cccs1
    -13.5, i
63: O=c1c(=O)n2c(nn1Cc1ccc(F)cc1)sc1ccccc12
    1.9, i
64: C/C(=C\c1cccs1)C(=O)c1c(C)cc(C)[nH]c1=O
    -9.7, i
65: COC(=O)c1ccccc1NC(=O)NCc1ccco1
    -9.8, i
66: CC(C(=O)O)n1nc2ccccc2n1 (stereo not drawn)
    -8.2, i
67: CC(C)(C)NC(=O)Cn1c(SCC(=O)N2CCCCCC2)nc2ccccc21
    -23.4, i
68: C=CCNC(=O)Cc1ccc(S(=O)(=O)N2CCOCC2)s1
    -1.8, ·
69: CCCc1nc2ccc(NC(=O)c3ccco3)cc2c(=O)n1Cc1ccccc1Cl
    -37.8, i
70: Cc1nc(-c2ccc(S(=O)(=O)Nc3cc(S(=O)(=O)N(C)C)ccc3C)s2)cs1
    -47.6, i
71: O=C(Nc1cccc(S(=O)(=O)N2CCCCC2)c1)c1ccc(OCC2CCCO2)cc1 (stereo not drawn)
    -11.9, i
72: Cc1c(C#N)c2ncnc(-c3ccccc3)c2n1-c1ccccc1
    -11.4, i
73: Cc1nc(S/C(=C\c2ccc(OCc3ccccc3Cl)cc2)C(=O)O)n[nH]1
    -2.1, i
74: COc1ccc(OC)c(Cc2nnc(CCC(=O)NC3CCCCC3)o2)c1
    -15.7, i
75: OCc1ccccc1O[C@@H]1O[C@H](CO)[C@@H](O)[C@H](O)[C@H]1O
    -10.6, i
76: CC(C)=NNC(=O)c1c(O)c2ccccc2[nH]c1=O
    -5.7, i
77: CC1(C)CC(=O)c2c(noc2-c2ccccc2)C1
    -20.1, i
78: CC(=O)Oc1ccc2c(=O)c(-c3nc4ccccc4s3)coc2c1
    3.6, i
79: O=C(NNC1=NC2(CCCC2)Cc2ccccc21)c1cccnc1
    -20.9, i
80: Cc1ccc(CSc2nnc(CC(=O)Nc3ccc(C)cc3)n2C)cc1
    -22.4, i
81: CCOC(=O)c1ncn2c1CN(C)C(=O)c1cc(F)ccc1-2
    -4.7, i
82: O=S(=O)(NCCN1CCCC1)c1cccc2cccnc12
    -13.8, i
83: CNc1ccccc1C(C)(C)c1cc(-c2cccc([N+](=O)[O-])c2)no1
    -22.0, i
84: Cc1csc(NC(=O)Nc2ccc(Cl)cc2)n1
    14.4, i
85: CC/C=C\C/C=C\C/C=C\CCCCCCCC(=O)O
    -14.0, i
86: COc1cccc(/C(O)=C2/C(=O)C(=O)N(c3cc(C)on3)C2c2cccs2)c1 (stereo not drawn)
    -19.1, i
87: O=C(COC(=O)C1CC(=O)N(Cc2ccccc2)C1)c1ccc(F)cc1 (stereo not drawn)
    -14.5, i
88: Cc1cc(C(=O)NCc2csc(-c3ccccc3)n2)no1
    -8.8, i
89: Cc1nc2ccccc2c(=O)n1NC(=O)c1cccc(Cl)c1
    -6.6, i
90: C=CCN1C(=O)/C(=C2/Sc3ccccc3N2C)SC1=Nc1c(C)n[nH]c1C
    -15.0, i
91: Cc1noc(C)c1COc1ccc(C(=O)OCC(=O)Nc2c(C)n(C)n(-c3ccccc3)c2=O)cc1
    -22.0, i
92: Cn1cc2c(=O)n(/N=C/c3ccccc3)cnc2n1
    -27.6, i
93: CCN(CC(=O)Nc1ccc(OC)cc1)C(=O)CCc1nc2ccccc2c(=O)[nH]1
    -21.3, i
94: CC1CN(c2ncnc3c2c(-c2ccccc2)cn3-c2ccc(F)cc2)CC(C)O1 (stereo not drawn)
    -38.3, i
95: COc1ccc2c(c1)CCc1c(C(=O)NCc3ccc(F)cc3)noc1-2
    -19.5, i
96: COc1ccc(S(=O)(=O)N2CCC(C(=O)NC3CCCC3)CC2)cc1C
    -24.1, i
97: COC(=O)c1sccc1NC(=O)CSc1nnnn1-c1ccccc1C
    -18.1, i
98: CCCCCCC(=O)N/N=C/c1ccco1
    -10.2, i
99: O=C(O)c1ccc(S(=O)(=O)N2CCC(Cc3ccccc3)CC2)cc1
    -5.7, i
100: O=S1(=O)OCCC(c2ccccc2)N1Cc1ccccc1 (stereo not drawn)
    -8.8, i

(next part)
Each structure is followed by: OX1R antagonist, CHT allo act
101: O=C(COc1nncc2ccccc12)Nc1c(F)c(F)c(F)c(F)c1F
    -12.0, i
102: Clc1cccc(N=NN2CCOCC2)c1Cl
    -5.4, i
103: O=[N+]([O-])c1cc(S(=O)(=O)NC2=NCCCCC2)ccc1NCC1CCCCC1
    -5.6, i
104: CC(C)(C)NC(=O)CSc1nnnn1C(C)(C)C
    8.4, i
105: C=CCC1(CC=C)CCCN1C(=O)C1CCC(=O)N(CCc2ccc(OC)cc2)C1 (stereo not drawn)
    -32.1, i
106: COc1ccc(S(=O)(=O)N(C)CC(=O)Nc2ccccc2OC)cc1
    -22.6, i
107: CC[C@@H](C)[C@@H]1CN([C@@H](CN2CCC[C@H]2CN2C(N)=NC[C@H]2CC(C)C)C(C)C)C(=N)N1CCc1ccc(Cl)c(Cl)c1
    -30.0, ·
108: C=CCNC(=S)Nc1ccc2cn[nH]c2c1
    -12.3, i
109: Cc1ccc(NC(=O)c2cccc(S(=O)(=O)N3CCN(c4ccc(F)cc4)CC3)c2)nc1
    -8.7, i
110: COc1ccc(CCn2c(C)c(C(C)=O)c3cc(OC(=O)c4ccco4)ccc32)cc1OC
    -31.0, i
111: Cc1cc(=O)oc2cc(Oc3ncccn3)ccc12
    -19.1, i
112: COc1ccccc1CN1CC(C(=O)NCCc2ccc(Cl)cc2)CC1=O (stereo not drawn)
    -31.5, i
113: COc1cccc(Nc2nc3ccccc3n3nnnc23)c1
    -16.9, i
114: O=C(CSc1nc2[nH]ncc2c(=O)[nH]1)NCc1ccccc1
    -8.1, i
115: Cc1ccc(C(=O)CSc2nnc(-c3ccco3)o2)o1
    -5.3, i
116: COc1ccc(OC)c(C(=O)CCCC(=O)c2cc(OC)ccc2OC)c1
    -17.4, i
117: COc1ccccc1C(=O)C1CCCN(Cc2ccc(Oc3ncccn3)cc2)C1 (stereo not drawn)
    -34.1, i
118: O=C(O)CCc1ccc(-c2ccc(Cl)cc2)n1Cc1ccco1
    -7.3, i
119: COCC(=O)N1CCCc2ccccc21
    -9.3, i
120: COc1cc(C)ccc1OCc1cc(C(=O)N(C)CCCN2CCOCC2)no1
    -22.2, i
121: Cc1ccc(CCNC(=O)C2CCC(=O)N(Cc3cccc(F)c3)C2)cc1 (stereo not drawn)
    -6.0, i
122: COc1ccc(-c2[nH]ncc2N=Nc2cc(C)cc(C)c2)cc1
    4.0, i
123: Cc1[nH]n(-c2ccc([N+](=O)[O-])cc2)c(=O)c1/C=N/N1CCOCC1
    -5.3, i
124: CCc1ccc(Oc2cc(Cl)nc(N)n2)cc1
    0.2, i
125: CCCCCCCCOC(=O)C(NC(=O)CCC(=O)Nc1ccc(S(N)(=O)=O)cc1)C(O)c1ccccc1 (stereo not drawn)
    -0.8, i
126: COc1ccc(C(C(=O)NC2CCCCC2)N(C(=O)c2ccco2)c2ccccc2OC)cc1 (stereo not drawn)
    -21.8, i
127: O=C(NNC(=O)c1ccccc1-n1cccc1)c1ccc(Cl)cc1
    -9.8, i

Source: PubChem
